LYPLA1 counter – LYPLA1 inhibitors, primary screen, counter-screen for PME1 inhibitor project, biochemical, fluorescence polarization, FP-Rh probe ABPP. recombinant LYPLA1. inhibition, % at 5.9 µM. 0.16% of 320,000 active;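 active = inhibition above the mean of all tested compounds plus 3 SD, set per campaign, cut at about 14% in these data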;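 note: inhibitors block serine hydrolase probe labeling of LYPLA1 so polarization falls; 0% = enzyme with DMSO and 100% = wells lacking LYPLA1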
PAFAH1B2 FP inh – PAFAH1B2 enzyme inhibitors, primary screen, biochemical, fluorescence polarization, human; inhibition, % at 3.39 µM; 1.2% of 340,000 active; Platelet-activating factor acetylhydrolase IB subunit alpha2 (Homo sapiens), P68402; recombinant PAFAH1B2, FP-rhodamine activity probe; AID 492953, 2010;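 active = inhibition above the mean of all tested compounds plus 3 SD, cut at about 24% in these data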;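 note: 0% = enzyme with DMSO and 100% = wells lacking PAFAH1B2; many of its hits are not listed in these tables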
LYPLA2 counter – LYPLA2 inhibitors, primary screen, counter-screen for PME1 inhibitor project, biochemical, fluorescence polarization, FP-Rh probe ABPP | Acyl-protein thioesterase 2 (Homo sapiens), O95372 | recombinant LYPLA2 | inhibition, % at 5.9 µM | 0.38% of 320,000 active;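 active = inhibition above the screen-wide mean plus 3 SD, limit set per campaign, cut at about 26% in these data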;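 note: 0% = LYPLA2 with DMSO and 100% = wells lacking LYPLA2 enzyme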
PREPL inh – PREPL enzyme inhibitors, primary screen, biochemical, fluorescence polarization | inhibition, % at 5.96 µM | AID 2751, 2010 | 0.68% of 320,000 active | Prolyl endopeptidase-like (Homo sapiens), Q4J6C6 | recombinant PREPL, fluorescence polarization activity-based probe; in the data active = inhibition above about 43%;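 note: 0% = enzyme with DMSO and 100% = wells lacking enzyme; many of its hits are not listed in these tables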
Target sequence (Q4J6C6 whole entry, looked up): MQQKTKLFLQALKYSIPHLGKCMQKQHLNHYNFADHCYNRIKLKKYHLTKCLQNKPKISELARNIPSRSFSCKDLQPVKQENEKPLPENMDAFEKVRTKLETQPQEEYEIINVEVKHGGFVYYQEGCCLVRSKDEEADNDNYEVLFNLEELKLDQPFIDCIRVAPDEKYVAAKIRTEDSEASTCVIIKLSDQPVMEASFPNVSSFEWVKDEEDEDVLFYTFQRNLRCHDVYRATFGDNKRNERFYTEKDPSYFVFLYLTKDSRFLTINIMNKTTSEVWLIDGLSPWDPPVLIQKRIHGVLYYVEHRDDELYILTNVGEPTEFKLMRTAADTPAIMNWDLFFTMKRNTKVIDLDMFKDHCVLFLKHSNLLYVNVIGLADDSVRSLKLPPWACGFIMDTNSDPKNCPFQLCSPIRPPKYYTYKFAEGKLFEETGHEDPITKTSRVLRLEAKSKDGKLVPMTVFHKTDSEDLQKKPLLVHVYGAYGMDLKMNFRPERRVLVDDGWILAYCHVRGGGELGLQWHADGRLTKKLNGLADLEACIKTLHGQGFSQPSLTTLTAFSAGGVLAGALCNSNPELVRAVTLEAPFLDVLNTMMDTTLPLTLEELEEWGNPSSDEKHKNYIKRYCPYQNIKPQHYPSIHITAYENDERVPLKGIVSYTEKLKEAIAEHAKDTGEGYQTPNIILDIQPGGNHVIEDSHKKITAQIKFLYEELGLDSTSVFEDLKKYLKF
PAFAH1B3 inh – PAFAH1B3 enzyme inhibitors, primary screen, biochemical, fluorescence polarization, human; AID 492972, 2010; Platelet-activating factor acetylhydrolase IB subunit alpha1 (Homo sapiens), Q15102; recombinant PAFAH1B3, FP-rhodamine probe; inhibition, % at 3.39 µM; 0.28% of 340,000 active;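 active = inhibition above the screen-wide average of all tested compounds plus 3 SD, cut at about 25% in these data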;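 note: 0% = enzyme with DMSO only and 100% = wells lacking PAFAH1B3 protein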
pPAFAH FP inh – pPAFAH enzyme inhibitors, primary screen, biochemical, fluorescence polarization, human. Platelet-activating factor acetylhydrolase (Homo sapiens), Q13093. 1.5% of 330,000 active. inhibition, % at 3.39 µM. recombinant pPAFAH, FP-rhodamine probe fluorescence polarization;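 active = inhibition above the mean inhibition across the screen plus 3 SD, cut at about 25% in these data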;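 note: inhibitors block binding of the rhodamine activity-based probe so polarization drops; 0% = enzyme with DMSO and 100% = wells lacking pPAFAH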
PAFAH2 FP inh – PAFAH2 enzyme inhibitors, primary screen, biochemical, fluorescence polarization, human; inhibition, % at 3.39 µM; 0.99% of 340,000 active; recombinant PAFAH2, FP-rhodamine activity probe;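 active = inhibition above the mean over all tested compounds plus 3 SD, cut at about 30% in these data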;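 note: inhibitors block probe labeling of enzyme so polarization drops; 0% = enzyme with DMSO and 100% = wells lacking PAFAH2 protein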
PAD4 FP inh – human PAD4 inhibitors, primary screen, biochemical, fluorescence polarization, 1536-well format; Protein-arginine deiminase type-4 (Homo sapiens), Q9UM07; recombinant PAD4, RCA probe fluorescence polarization; inhibition, % at 6.36 µM; 0.41% of 330,000 active;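 active = percent inhibition above a cutoff equal to the mean of all tested compounds plus 3 SD, cut at about 15% in these data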;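 note: 0% = PAD4 with RCA probe and DMSO and 100% = probe without PAD4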
GSTO1 inh – inhibitors of recombinant GSTO1, primary screen, counter-screen for RBBP9 inhibitor project, biochemical, fluorescence polarization; Glutathione S-transferase omega-1 (Homo sapiens), P78417; activity-based probe fluorescence polarization; inhibition, % at 5.96 µM; 1.1% of 300,000 active;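 active = inhibition above the campaign mean inhibition plus 3 SD, cut at about 35% in these data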;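 note: 0% = GSTO1-1 with DMSO and 100% = wells lacking GSTO1-1 enzyme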
Target sequence (P78417 whole entry, looked up): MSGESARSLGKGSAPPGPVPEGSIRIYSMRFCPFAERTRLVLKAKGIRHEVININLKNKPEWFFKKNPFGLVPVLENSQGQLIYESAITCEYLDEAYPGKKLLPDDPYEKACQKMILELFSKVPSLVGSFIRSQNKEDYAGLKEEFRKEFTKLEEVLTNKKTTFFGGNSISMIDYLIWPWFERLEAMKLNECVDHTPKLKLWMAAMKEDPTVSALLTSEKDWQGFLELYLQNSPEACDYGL
An asterisk follows results filed as active; . = not tested or not shown. A portion of the library; count on the stated rates, not on these rows.

SMILES	LYPLA1 counter	PAFAH1B2 FP inh	LYPLA2 counter	PREPL inh	PAFAH1B3 inh	pPAFAH FP inh	PAFAH2 FP inh	PAD4 FP inh	GSTO1 inh
CCOC(=O)C1CCN(C(=O)c2oc3ccc(S(=O)(=O)N4CCCCCC4)cc3c2C)CC1	-2	12	6	-1	0	9	-2	-2	-18
CCOC(=O)C(=NC1CCS(=O)(=O)C1)NNc1ccccc1Cl (stereo unspecified)	-1	8	4	17	-2	3	-4	-8	5
COc1ccc(CC(=O)NNS(=O)(=O)c2ccc3ccccc3c2)cc1OC	0	10	-2	7	12	-1	2	-5	5
COc1cccc(C(=O)Nc2cc(C(=O)NCCc3ccccc3)ccc2Cl)c1	-3	2	-1	-2	-3	8	3	-1	-3
O=C(NC(Cc1c[nH]c2ccccc12)C(=O)O)/C(=C/c1ccco1)NC(=O)c1ccccc1 (stereo unspecified)	0	-2	-5	16	8	2	1	-3	22
CCN1C(=O)/C(=C2/Sc3ccc(OC)cc3N2C)SC1=Nc1cccc(O)c1	-1	1	-2	12	0	10	2	6	4
COC(=O)C1=C(C(=O)OC)[C@@H]2N(C)c3ccc(OC)cc3[C@@]23C[C@@H](C(=O)OC)N(C(=O)c2ccco2)C3=N1	0	0	-1	-2	1	-1	3	3	8
CCOC(=O)N1CCN(C(=O)c2nn(-c3cc(OC)cc(OC)c3)c(=O)c3ccccc23)CC1	-1	.	-2	-5	.	-2	.	-3	1
CC(=O)c1cccc(NC(=O)CN2C(=O)C(=O)N(Cc3ccco3)C2=O)c1	0	0	-3	9	1	5	-2	2	.
CCCN(CC1CC1)C(=O)COC(=O)c1ccc2c(c1)C(=O)N(c1ccc(OCC)cc1)C2=O	-6	4	-8	16	-2	4	2	0	-3
C[C@@H](C(=O)NC1CCN(Cc2ccccc2)CC1)N1C(=O)N2CCc3c([nH]c4ccccc34)[C@@]2(C)C1=O	2	6	12	16	-1	3	-5	-3	-2
CCOC(=O)c1c(NC(=O)Cn2nnc(-c3ccc(Cl)cc3)n2)sc(CC)c1C	-1	-2	-5	-3	12	-6	-1	-2	10
COc1ccccc1N(CC(=O)N1CCOCC1)S(C)(=O)=O	1	6	-2	12	14	-4	2	2	-2
CCN(CC)C(=O)Nc1ccc(C(=O)OC)cc1	-2	5	-1	11	6	-6	-1	-1	-3
COc1ccc(-c2cc3nc(C)cc(N4CC(C)CC(C)C4)n3n2)cc1 (stereo unspecified)	-1	5	-5	38	7	1	4	-7	2
CC(C)(C)NC(=O)Cn1c(SCC(=O)NC2CCCC2)nc2ccccc21	4	1	0	-4	2	7	-5	-1	4
O=C(N/C(=C/c1cccc([N+](=O)[O-])c1)C(=O)N1CCOCC1)c1ccccc1Br	-2	5	-1	8	6	-5	-4	-2	-5
O=C(O)c1cc(NC(=O)C2CCCO2)cc(NC(=O)C2CCCO2)c1 (stereo unspecified)	2	6	1	9	3	3	5	-7	1
Cc1ccc(CNC(=O)C(OC(=O)c2ccco2)C(C)C)cc1 (stereo unspecified)	1	3	4	0	-4	4	0	2	2
Nc1cc(N)nc(SCC(=O)NCc2ccc3c(c2)OCO3)n1	.	4	.	10	5	0	10	-4	.
CCCCOCCCNC(=O)N[C@@H](CC(C)C)C(=O)O	-1	3	3	-10	3	6	10	2	-2
C/C(=N\NC(=O)CC#N)c1cc2ccc(O)cc2oc1=O	0	3	2	0	-1	11	0	-4	18
COc1ccc(C(=O)N2CCN(c3cccc(Cl)c3)CC2)cc1	3	-2	8	12	15	7	1	-3	-5
O=C(C[n+]1ccc(/C=N/O)cc1)N(Cc1ccccc1)Cc1ccccc1	-4	0	-1	24	17	-5	3	-7	5
Cc1ccc(SCc2nc3ccccc3n2CC(=O)Nc2ccccc2)cc1	-4	14	-8	53*	3	-3	-3	-1	3

Quoted at random: 4 records from the list
SMILES	LYPLA1 counter	PAFAH1B2 FP inh	LYPLA2 counter	PREPL inh	PAFAH1B3 inh	pPAFAH FP inh	PAFAH2 FP inh	PAD4 FP inh	GSTO1 inh
CCN1C(=O)/C(=C2/Sc3ccc(OC)cc3N2C)SC1=Nc1cccc(O)c1	-1	1	-2	12	0	10	2	6	4
O=C(O)c1cc(NC(=O)C2CCCO2)cc(NC(=O)C2CCCO2)c1 (stereo unspecified)	2	6	1	9	3	3	5	-7	1
O=C(N/C(=C/c1cccc([N+](=O)[O-])c1)C(=O)N1CCOCC1)c1ccccc1Br	-2	5	-1	8	6	-5	-4	-2	-5
C/C(=N\NC(=O)CC#N)c1cc2ccc(O)cc2oc1=O	0	3	2	0	-1	11	0	-4	18

Additional records:
SMILES	LYPLA1 counter	PAFAH1B2 FP inh	LYPLA2 counter	PREPL inh	PAFAH1B3 inh	pPAFAH FP inh	PAFAH2 FP inh	PAD4 FP inh	GSTO1 inh
Cc1ccc(S(=O)(=O)Nc2ccccc2C(=O)NCc2cccnc2)cc1	-1	0	-4	-7	8	5	9	-3	-9
Cc1ccc(NC(=O)[C@@H](C)NC(=O)[C@@H]2Cc3ccccc3CN2)cc1	-1	10	-3	-2	11	4	-1	-4	3
Cn1c(=O)[nH]c(=O)c2c1nc(SCC(=O)Nc1ccccc1)n2Cc1ccccc1	1	1	5	1	4	1	0	1	-1
Cc1nc2sc(C(c3ccccc3)N3CCOCC3)c(O)n2n1 (stereo unspecified)	1	2	4	0	8	3	0	-1	8
CCOC(=O)c1ccc(NC(=O)COC(=O)c2cccc(Oc3ccccc3)c2)cc1	-17	-32	-67	-9	-55	0	-50	1	-11
O=c1cc(O)c2sc3nc(-c4ccccc4)cc(C(F)(F)F)c3c2[nH]1	-11	-7	-14	-3	9	-1	-9	1	-7
Cc1nn(Cc2cccc(C(=O)Nc3ccn(Cc4c(F)c(F)cc(F)c4F)n3)c2)c(C)c1[N+](=O)[O-]	-8	3	-6	-2	-3	2	3	-4	-7
O=C(NCc1ccccc1)c1onc(CSc2ccc(F)c(F)c2)c1C(=O)NCc1ccccc1	-15	-6	-21	0	-16	-11	-35	-1	-1
O=C(N[C@@H](Cc1ccccc1)C(=O)O)c1ccc(C(F)(F)F)cc1	4	2	3	-1	4	-2	3	-2	6
COc1ccc(N2CCN(C(=O)CSc3nc4[nH]ncc4c(=O)n3-c3ccc(Br)cc3)CC2)cc1	12	6	47*	28	12	5	0	2	7
COc1ccccc1CNC(=O)C1CCC(CNc2c(N3CCOCC3)c(=O)c2=O)CC1 (stereo unspecified)	0	5	0	6	7	-5	-2	-2	-2
CC1CN(S(=O)(=O)c2cccc(C(=O)Nc3ccc4c(c3)CCC4)c2)CC(C)O1 (stereo unspecified)	-6	1	-9	13	-2	8	1	-2	-11
CCOc1ccc(C(C)(C)C)cc1S(=O)(=O)Nc1ccncc1	0	5	1	0	4	5	-6	-1	2
CC(C)CN(C(=O)CCCc1nc2ccccc2c(=O)[nH]1)c1c(N)n(Cc2ccccc2)c(=O)[nH]c1=O	1	7	2	3	3	-1	4	-6	-8
COc1ccccc1N1CC(C(=O)NC2CCCCCC2)CC1=O (stereo unspecified)	.	4	.	4	2	6	-2	2	.
Cn1c(CN2CCCC2)nc2cc(NC(=O)c3ccc(Cl)cc3)ccc21	0	2	1	2	2	3	-6	-1	-3
C=CC1CN(CC(=O)OC)S(=O)(=O)c2ccccc21 (stereo unspecified)	3	4	4	1	3	6	-4	-1	2
Cc1ccc([N+](=O)[O-])cc1NCC(=O)NN	0	3	4	2	7	7	2	-1	5
Cc1ccc(S(=O)(=O)N2CCC3(CC2)OCCN3S(=O)(=O)c2c(C)cc(C)cc2C)cc1	0	0	0	12	0	3	-2	-1	7
COc1ccccc1Nc1nnc(SCC(=O)NC2CCCC2)s1	-1	0	2	6	17	1	9	-4	.
COCCc1nn2c(=O)cc(COC(=O)c3cc(OC)c(OC)c(OC)c3)nc2s1	-1	5	8	5	9	2	1	-2	5
COc1cc2c(cc1NC(=O)Nc1cccc(C)c1)oc1ccccc12	-12	1	6	6	4	4	3	-4	-3
Cc1cccc(C(=O)Nc2nnc(Cc3c[nH]c4ccccc34)s2)c1	-4	4	-1	-15	-1	8	-6	2	-2
CCc1cccc(OCCCn2ccnc2)c1	2	3	-4	-6	2	2	-5	-4	2
CN1C2CCC1/C(=C/c1cccn1C)C(=O)/C2=C\c1cccn1C	-49	-57	-86	-57	-78	-46	-108	-77	-38
SMILES	LYPLA1 counter	PAFAH1B2 FP inh	LYPLA2 counter	PREPL inh	PAFAH1B3 inh	pPAFAH FP inh	PAFAH2 FP inh	PAD4 FP inh	GSTO1 inh
Cc1noc(C)c1CSc1nc2ccccc2n1CCc1ccccc1	-7	0	-11	7	5	-4	-6	-1	-8
O=C(NCC1COCCO1)c1ccc2nc(Cc3cccc(Cl)c3)oc2c1 (stereo unspecified)	0	0	-1	5	4	-1	-3	2	-4
CC(O)/C=C/c1ccc2ccccc2n1 (stereo unspecified)	5	4	12	7	4	-1	1	-2	6
COc1cc(NC(=O)CCn2c(=O)oc3ccccc32)cc(OC)c1OC	1	2	1	1	6	4	1	1	4
O=S(=O)(NCCc1ccccn1)c1cccs1	2	3	1	-1	2	3	-7	-1	-2
CN(C)c1ccc(/C=N/NC(=O)COc2ccccc2)cc1	-1	1	3	1	-1	3	5	-3	7
CC1(C)NC(=O)N(CC(O)COc2ccccc2C(=O)N2CCCCC2)C1=O (stereo unspecified)	1	-2	6	11	4	-1	2	3	9
Cc1nonc1CN(C)C(=O)CC1C(=O)NCCN1Cc1cccc(C(F)(F)F)c1 (stereo unspecified)	2	1	-4	14	6	3	0	-6	3
CCc1cc(=O)oc2cc(OCC(=O)NCCCN3CCCC3=O)ccc12	5	0	-3	0	4	-1	0	1	0
CC(C)[C@H](NC(=O)c1ccco1)C(=O)OCC(=O)c1ccc(Br)s1	.	5	.	9	11	12	6	2	.
COc1ccccc1CNCC(O)(c1ccc(Cl)cc1)c1ccc(Cl)cc1	-3	1	-7	18	-1	-7	0	0	2
CCCCOC(=O)C(C)Oc1ccc(=O)n(-c2ccccc2)n1 (stereo unspecified)	1	2	3	4	2	-1	0	-1	7
CCCN1C(=O)COc2ccc(C(=O)c3ccccc3C(=O)O)cc21	-3	3	0	-6	3	3	-8	-2	-2
O=C(CCc1ccccc1Cl)Nc1ccc(S(=O)(=O)N2CCOCC2)cc1	-4	1	-3	7	5	-1	-2	0	1
O=C(Oc1ccc(F)cc1C(=O)/C=C/c1cccs1)c1cccc([N+](=O)[O-])c1	-5	3	-6	-17	-3	-5	-4	-1	8
CCOC(=O)c1ccccc1NC(=O)c1ccc(Cl)c(S(=O)(=O)N2CCOCC2)c1	-2	-5	-2	-11	18	-1	3	-2	2
Cc1ccc2c(c1)N(C(=O)CCC(=O)NCC(C)c1ccccc1)CC(C)O2 (stereo unspecified)	-1	6	-6	-15	1	3	2	-4	6
CCOC(=O)C1(Cc2cccc(OC)c2)CCN(Cc2cnc(SC)nc2)CC1	0	.	21	4	.	1	.	-3	3
CCOC(=O)c1c(C)c(C(=O)NC(C)COC)c(C)n1C (stereo unspecified)	1	1	3	3	-6	4	4	-1	-5
CCOC(=O)c1c(NC(=O)CNC2CCCCC2)sc(C)c1C	2	4	2	-1	-1	3	-2	2	9

Bioassay records (PubChem)
